GPR151 activ: human GPR151 activation; PathHunter beta-arrestin GPR151 cells, luminescence; actives 1% (n = 650,000); Q8TDV0; AID 1508602; activation, % at 11.2 µM; in the data active = activation above about 4.9%;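 also: 0% = median of compound wells and 100% = cells with positive control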
MITF inh: inhibitors of human MITF; O75030; AlphaScreen MITF homodimerization, bead proximity signal; inhibition, % at 2.6 µM; actives 0.91% (n = 650,000); AID 1259374; in the data active = inhibition above about 50%;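 also: 0% = vehicle wells with protein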
FBW7 activator: human FBW7 E3 ligase activation, primary screen. Q969H0. AlphaScreen FBW7–phospho-cyclin E peptide binding, activator screen. normalized activity (activation), % at 26.1 µM. actives 0.13% (n = 650,000). AID 1259310; in the data active = normalized activity above about 1.9%;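 also: purified mutant Fbw7 with reduced substrate affinity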
Target sequence (Q969H0 whole entry, looked up): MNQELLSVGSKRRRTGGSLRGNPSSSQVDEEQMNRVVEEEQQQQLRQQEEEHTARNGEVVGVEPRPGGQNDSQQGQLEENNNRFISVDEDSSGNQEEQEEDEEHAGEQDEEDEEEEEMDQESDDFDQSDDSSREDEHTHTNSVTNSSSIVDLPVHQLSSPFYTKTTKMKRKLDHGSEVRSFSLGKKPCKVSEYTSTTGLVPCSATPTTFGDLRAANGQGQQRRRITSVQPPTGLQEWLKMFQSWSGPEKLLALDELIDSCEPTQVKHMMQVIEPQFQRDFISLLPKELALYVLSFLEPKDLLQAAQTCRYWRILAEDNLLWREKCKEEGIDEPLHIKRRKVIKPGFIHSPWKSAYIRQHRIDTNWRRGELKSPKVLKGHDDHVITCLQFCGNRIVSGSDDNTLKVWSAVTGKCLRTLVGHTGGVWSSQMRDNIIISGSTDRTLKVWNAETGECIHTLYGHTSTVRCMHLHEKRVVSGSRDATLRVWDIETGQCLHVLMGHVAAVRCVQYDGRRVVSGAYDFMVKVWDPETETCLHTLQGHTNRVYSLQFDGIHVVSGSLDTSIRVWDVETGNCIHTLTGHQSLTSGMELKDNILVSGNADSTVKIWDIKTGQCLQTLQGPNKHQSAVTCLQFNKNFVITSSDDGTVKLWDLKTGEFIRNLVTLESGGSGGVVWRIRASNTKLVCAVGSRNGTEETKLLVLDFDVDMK
TEAD-YAP block: TEAD-YAP interaction inhibition; HEK-TIYL cells, TEAD-Gal4/YAP UAS-luciferase luminescence; inhibition, % at 9.12 µM; actives 1.4% (n = 640,000); in the data active = inhibition above about 32%;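 also: 0% = median of test compound wells and 100% = reference inhibitor wells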
Active calls of the source: *.

SMILES	GPR151 activ	MITF inh	FBW7 activator	TEAD-YAP block
O=C(NCCCN1CCCC1=O)c1cccc(Nc2ccc3ncccc3c2)c1	-2.0	13	0.1	-9
COC(=O)C1=NNC2C(=O)N(c3ccc(C(C)=O)cc3)C(=O)C12 (centres undefined)	1.5	-15	-0.2	-4
CCOc1cc(/C=C2/SC(NC(C)=O)=NC2=O)ccc1OCc1ccc(F)cc1	2.0	10	0.0	-10
O=C(Nc1ccccc1C(=O)Nc1ccccc1)c1cccc(S(=O)(=O)N2CCOCC2)c1	-0.8	11	0.1	6
N#Cc1nc(COc2ccccc2Cl)oc1NCCCn1ccnc1	18*	96*	-0.1	0
COc1cc(/C=N/NC(=O)COc2ccccc2C)cc([N+](=O)[O-])c1O	-0.3	7	0.0	5
O=C(Nc1cc(F)cc(F)c1)c1ccc(N2CCN(c3ccccc3Cl)CC2)c([N+](=O)[O-])c1	-1.8	-7	0.1	-9
O=[N+]([O-])c1ccc(NNC(=S)Nc2ccc(F)cc2)cc1	4.8	6	-0.3	9
O=C(CN1CCN(CC(=O)Nc2ccccc2F)CC1)Nc1cccc(C(F)(F)F)c1	0.8	3	-0.1	9
CCOC(=O)/C(=C/Nc1c(C)n(C)n(-c2ccccc2)c1=O)[N+](=O)[O-]	2.5	-9	0.0	5
O=C(NNC1CC(=O)N(c2ccc(Cl)cc2)C1=O)c1ccc(Br)cc1 (centres undefined)	0.4	1	0.6	1
COc1cccc(NC(=O)N(Cc2nnc3n2CCCCC3)c2ccc(OC)cc2OC)c1	1.9	-6	-0.2	-6
CC1CCCCN1C(=O)c1ccc(Cl)cc1[N+](=O)[O-] (centres undefined)	-0.6	-5	0.2	-2
CCN(CC)c1ccc2cc(C(=O)Nc3cc(Cl)ccc3OC)c(=O)oc2c1	-0.5	-1	-0.2	-12
COC(=O)c1c(NC(=O)CSc2ncccn2)sc2c1CCC2	0.6	4	-0.3	6
CCOC(=O)c1ccc(N=Cc2c(O)n(Cc3ccccc3)c(=O)[nH]c2=O)cc1	2.2	-9	-0.1	-9
Cc1ccc(C(C)C)c(OCC(=O)Nc2nccs2)c1	-0.3	-11	-0.1	7
COc1ccc(NC(=O)CSC2=Nc3ccccc3C3=NC(C(C)C)C(=O)N23)c(OC)c1 (centres undefined)	2.6	2	-0.2	3
Cn1cccc1CN(Cc1cccs1)C(=O)C1CCN(S(C)(=O)=O)CC1	1.1	20	0.6	-1
Cc1ccc(N2C(=O)C3C4c5ccccc5C(CO)(c5ccccc54)C3C2=O)c(C)c1 (centres undefined)	0.1	2	-0.1	4
Cc1ccccc1CC(=O)N1CCC2(CC1)CC2C(=O)NCCCc1ccccc1 (centres undefined)	1.0	13	0.2	-3
CC1(Cc2ccc3c(c2)OCO3)C(=O)Nc2cccc(Cl)c21 (centres undefined)	0.2	2	0.0	0
COc1ccc(S(=O)(=O)n2nc(OC(=O)c3ccc(C)c(C)c3)cc2N)cc1	-1.4	4	-0.3	-20
COc1ccc(NC(=O)c2nn3c(C(F)(F)F)cc(-c4ccc(OC)c(OC)c4)nc3c2Cl)cc1OC	0.7	11	0.0	7
COCCNC(=S)N1CCC(C(=O)c2ccc(F)cc2)CC1	0.8	1	-0.1	5
(further entries)
SMILES	GPR151 activ	MITF inh	FBW7 activator	TEAD-YAP block
COc1ccc(/C=C(\C#N)C(=O)OC2CCOC2=O)cc1 (centres undefined)	-1.3	5	0.0	9
COc1cccc(C(=O)Nc2sc3c(c2C#N)CCCC3)c1OC	-0.8	7	0.7	-3
Cc1csc(Sc2ccc([N+](=O)[O-])cc2C(=O)OC(C)C#N)n1 (centres undefined)	5.3*	4	-0.2	2
COc1cc(C(=O)NC2(C(F)(F)F)NC(=O)N(C)C2=O)cc(OC)c1OC (centres undefined)	0.0	0	0.1	-3
Cc1cc(C)nc(N2CC(=O)N(C)C2=N)n1	5.5*	-8	0.0	-1
CCOc1ccc(C(=O)Nc2ccc(S(=O)(=O)NC(C)(C)C)cc2)cc1OCC	5.9*	24	0.1	2
O=C(Nc1ccc(C(F)(F)F)cc1)c1cc(S(=O)(=O)NCc2ccccc2)ccc1F	-2.7	17	1.0	17
CCOC(=O)C1=C(C)N=c2s/c(=C\c3ccc(N(C)C)c(Br)c3)c(=O)n2C1c1ccc(N(C)C)cc1 (centres undefined)	1.6	0	0.0	-2
Cc1ccccc1OCCCCCCn1ccnc1	0.4	5	-0.2	-1
CC(=O)N1c2ccc(S(=O)(=O)N3CCCC3C(=O)NCc3cccs3)cc2CC1C (centres undefined)	1.1	9	0.4	14
Cc1cc(C)nc(NC(=O)Nc2ccc(F)cc2F)n1	0.1	6	0.0	-10
Cc1ccc(OCC(=O)Nc2ccccc2C(=O)OCC(=O)c2ccccc2)cc1C	0.2	14	0.5	-20
COC(C(=O)N1CCC[C@@H]2CN(Cc3ccccn3)CC[C@@H]21)c1ccccc1 (some centres undefined)	-0.4	7	-0.1	-3
COc1ccc(C2(C(=O)Nc3ccc(C(=O)N4CCOCC4)cc3)CCOCC2)cc1	0.1	9	0.2	-13
C=CCn1c(SCC(C)C)nc2sc3c(c2c1=O)CC(C)(C)OC3	0.2	1	-0.1	12
CC1=C(C(=O)OCCOC(C)C)C(c2ccc3c(c2)OCO3)C2=C(CC(c3cccs3)CC2=O)N1 (centres undefined)	-0.1	6	0.2	1
Cc1cc(C(=O)N2CCC(CO)(CCOc3ccccc3)CC2)c2ccccc2n1	1.7	3	-0.1	12
Nc1c(C(=O)Nc2ccc(F)cc2)sc2nc3c(c(-c4ccco4)c12)CCCCC3	0.5	23	0.3	-5
COc1ccc(-c2cc(-c3ccccc3)nc(SCC(=O)c3ccc(-c4ccccc4)cc3)c2C#N)cc1	0.5	8	-0.2	-6
COc1ccc([N+](=O)[O-])cc1NC(=O)c1n[nH]c(=O)c2ccccc12	-1.8	-6	-0.2	9
O=C(NCc1ccccc1)N1CCCC(N2CCN(Cc3ccc4c(c3)OCO4)CC2)C1 (centres undefined)	0.8	7	-0.1	16
COc1ccc(NC(=O)c2nn3c(C(F)(F)F)cc(-c4ccccc4)nc3c2Cl)cc1OC	-0.9	20	0.1	4
CC(=O)c1cc(CN2CCN(Cc3cccs3)C(CCO)C2)cs1 (centres undefined)	-0.3	6	0.8	-15
N#C/C(=C\c1c[nH]c2ccccc12)c1ccccc1	-0.1	13	0.3	10
O=C(COc1ccc(N2C(=O)C3C4C=CC(C5CC45)C3C2=O)cc1)c1ccc(F)cc1 (centres undefined)	0.7	6	-0.1	2

Look-ups from the results shown.
In MITF inh, `Nc1c(C(=O)Nc2ccc(F)cc2)sc2nc3c(c(-c4ccco4)c12)CCCCC3` is listed with 23
In MITF inh, `C=CCn1c(SCC(C)C)nc2sc3c(c2c1=O)CC(C)(C)OC3` is listed with 1

The main list resumes with the 2 entries that preceded the break.
SMILES	GPR151 activ	MITF inh	FBW7 activator	TEAD-YAP block
N#C/C(=C\c1c[nH]c2ccccc12)c1ccccc1	-0.1	13	0.3	10
O=C(COc1ccc(N2C(=O)C3C4C=CC(C5CC45)C3C2=O)cc1)c1ccc(F)cc1 (centres undefined)	0.7	6	-0.1	2
COc1ccc(N=c2oc3ccccc3cc2-c2nc3ccccc3[nH]2)cc1	-10	10	0.3	38*
COc1ccc(C2CC(=O)C=C(Nc3ccc(F)cc3)C2)cc1 (centres undefined)	-0.3	1	0.5	2
CCc1cccc(NC(=O)Cc2noc3ccccc23)c1	-2.0	-8	-0.1	-48
COC(=O)Nc1nc(-c2cccc(Br)c2)cs1	-0.2	1	0.7	-10
O=C(/C=C/c1ccccc1Cl)Nc1ccc2[nH]ncc2c1	-0.7	3	0.0	-51
Cc1ccc(-c2nnc(Nc3ccc(Cl)cc3)c3ccccc23)cc1S(=O)(=O)NC(C)(C)C	-0.1	-8	0.2	-6
Clc1ccc(N2CCN(Cc3cccnc3)CC2)cc1	-0.5	52*	-0.1	-3
O=C1c2cccc([N+](=O)[O-])c2C(=O)N1c1ccccn1	0.1	16	0.1	0
CC(=O)N1CCC(N(CCN2CCOCC2)C(=S)Nc2cccc(C)c2C)CC1	-0.1	3	-0.1	6
CCCNS(=O)(=O)c1ccc(F)c(C(=O)Nc2c(C)cccc2C)c1	0.5	10	0.1	0
COc1cc(OC)c(NC(=O)c2nnn(-c3ccccc3)c2C)cc1Cl	2.4	-20	-0.3	-18
Cc1ccc(Nc2c(-c3ccsc3)nc3cnccn23)cc1	-0.5	-12	-0.1	-8
COc1ccc2c(=O)c3c(oc2c1)C(=O)N(CCN(C)C)C3c1ccccn1 (centres undefined)	-0.7	5	-0.9	-18
Cc1ccc2c(c1)sc(=NC(=O)C1CC1)n2C	-1.3	-6	0.0	-44
Cc1nc2sccn2c1C(=O)NCc1cccc(Cl)c1	1.1	0	0.1	13
CN(C)c1ccc(/C=C(\C#N)c2[nH]nc(N)c2C#N)cc1Br	0.1	7	0.0	-48
Cc1ccc2[nH]c(=O)c(CN(CCO)Cc3nnnn3Cc3ccccc3)cc2c1	1.3	2	0.1	8
Cc1ccc(-c2csc(N3N=C(c4ccccc4)CC3c3ccccc3)n2)cc1 (centres undefined)	1.6	8	0.0	5
CC1(C)N=C(c2ccc(Cl)cc2Cl)C(=S)N1	0.9	-8	-0.2	-5
CCc1cc2c(=O)c(Oc3ccc(OC)cc3)c(C)oc2cc1O	0.5	1	-0.2	-11
COc1cc(OC)cc(C(=O)N2CCN(C)CC2)c1	-1.2	-11	0.1	13
O=S(=O)(Nc1ccc(N2CCCCC2)cc1)c1cccc2cccnc12	2.4	2	-0.4	-5
Cn1nccc1C(=O)N1CCCc2ccccc21	0.2	-3	0.0	-1
Cc1ncc2c(c1CNS(=O)(=O)N(C)C)CCN(C(=O)C1=CCCC1)C2	1.0	-6	-0.1	-5
Cc1cc(C)nc(N/N=C/c2cc(Cl)cc([N+](=O)[O-])c2O)n1	0.0	39	-0.7	1
Next entries
SMILES	GPR151 activ	MITF inh	FBW7 activator	TEAD-YAP block
COc1ccc(N2C(=O)c3ccccc3C2=O)c([N+](=O)[O-])c1	-1.9	9	-0.1	0
Cc1ccc2nc(C)c(C(=O)N3CCC4(CC3)OCCO4)n2c1	2.3	8	0.6	6
c1ccc2c(c1)nc(N1CCCCC1)c1nccn12	4.9	-1	0.1	-3
CCOCCCNc1nc2c(c(=O)[nH]c(=O)n2C)n1Cc1cccc(C)c1	-0.4	7	-0.1	-6
COC(=O)/C(=C\c1ccccc1)NC(=O)/C=C/c1ccccc1	0.6	11	0.1	9
O=C(Nc1ccc(O)c(C(=O)O)c1)c1cccc(Br)c1	-4.3	15	0.2	6
Cc1cc(N2CCN(C)CC2)nc(N2CCN(S(=O)(=O)c3ccc(F)cc3)CC2)n1	1.2	-1	0.0	7
CCCc1ccc(OCc2ccc(C(=O)OC)cc2)c(OC)c1	-0.1	1	0.6	-71
Cc1ccc(CNC(=O)c2nnc(Cc3c(F)cccc3Cl)o2)cc1	-0.3	9	0.1	4
CCOc1ccc(N(CC(=O)Nc2ccc(Br)c(C)c2)S(C)(=O)=O)cc1	-1.0	-4	-0.1	-31
COCCn1nnnc1C(c1ccc(Cl)cc1)N1CCN(Cc2ccccc2)CC1 (centres undefined)	-0.2	0	-0.2	-9
Cc1cccnc1C(NC(=O)C1CCN(C(=O)N2CCCC2)CC1)c1ccc(F)cc1 (centres undefined)	1.1	-2	0.0	-14
CC/C(Cc1ccccc1)=N\NC(=O)c1cccc([N+](=O)[O-])c1	-1.1	-4	0.0	1
CCCOc1ccc(C2C3=C(CCCC3=O)OC3=C2C(=O)CCC3)cc1	-0.8	6	-0.3	11
CCOc1cc(/C=C\c2[nH]c(=O)[nH]c(=O)c2[N+](=O)[O-])ccc1OCC(=O)OC	0.9	21	0.1	12
O=C1OC(c2ccc(Cl)c(Cl)c2)=N/C1=C\c1c(F)cccc1Cl	-0.5	10	-0.1	5
CC(C)Oc1cccc(C(=O)Nc2ccc(NC(=O)c3cccs3)cc2)c1	0.7	-3	-0.5	-1
COCCCNC(=O)CCCn1c2ccccc2c2cn[nH]c(=O)c21	1.1	-3	-0.1	0
COC(=O)C1=C(C)N(Cc2ccc(OC)cc2)C(=O)/C1=C\c1ccc(C(=O)OC)cc1	0.5	-7	0.0	3
CCCNC(=O)c1csc2c1CCCCC2	-0.3	5	0.3	9
N#C/C(=C\c1c(Oc2ccccc2Cl)nc2ccccn2c1=O)C(=O)NC1CCCC1	-8.0	6	-0.1	22
O=C(NC(C(=O)N1CCOCC1)C12CC3CC(CC(C3)C1)C2)c1ccccc1 (centres undefined)	0.7	3	-0.1	-5
O=C(CSc1nc2ccccc2[nH]1)N1CCNC1=O	0.0	-9	0.1	-12
CSCCC(NC(=O)C1CCC(C)CC1)C(=O)NCCN1CCOCC1 (centres undefined)	-0.4	-8	0.0	3
O=[N+]([O-])c1ccccc1-c1ccc(CN2CCN(CCO)CC2)o1	1.0	1	0.1	11

Compound profiles, as listed above. Order of values: GPR151 activ | MITF inh | FBW7 activator | TEAD-YAP block
Record of c1ccc2c(c1)nc(N1CCCCC1)c1nccn12 : 4.9 | -1 | 0.1 | -3
Record of N#C/C(=C\c1c(Oc2ccccc2Cl)nc2ccccn2c1=O)C(=O)NC1CCCC1 : -8.0 | 6 | -0.1 | 22
Record of O=C(Nc1ccc(O)c(C(=O)O)c1)c1cccc(Br)c1 : -4.3 | 15 | 0.2 | 6
Record of Cc1cccnc1C(NC(=O)C1CCN(C(=O)N2CCCC2)CC1)c1ccc(F)cc1 (centres undefined) : 1.1 | -2 | 0.0 | -14
